Compound activity as filed in PubChem.
PGE2 EP2 inh: inhibitors of human EP2 prostaglandin E2 receptor. hit rate 0.52% among 260,000. C6 glioma cells expressing human EP2, cAMP TR-FRET; cells stimulated with saturating PGE2. inhibition, % at 25 µM;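 active means percent inhibition above 40 after rounding to a whole number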;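 further: rat C6 glioma host cells with rolipram phosphodiesterase inhibitor present; the protocol text gives 20 µM as final concentration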
Target sequence (P43116 whole entry, looked up): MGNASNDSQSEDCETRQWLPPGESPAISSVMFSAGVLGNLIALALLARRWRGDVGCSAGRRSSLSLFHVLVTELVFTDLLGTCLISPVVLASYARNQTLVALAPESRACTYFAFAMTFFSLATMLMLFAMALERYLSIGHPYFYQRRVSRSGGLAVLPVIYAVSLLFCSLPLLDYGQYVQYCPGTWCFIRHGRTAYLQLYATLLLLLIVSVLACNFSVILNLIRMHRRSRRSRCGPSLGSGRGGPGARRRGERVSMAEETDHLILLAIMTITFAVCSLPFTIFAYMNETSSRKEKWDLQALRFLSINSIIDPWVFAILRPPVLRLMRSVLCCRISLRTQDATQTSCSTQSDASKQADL
EP2 modulator: EP2 receptor (human) modulation; EP2-expressing cells, cAMP HTRF FRET, PGE2 co-stimulation; induction, % at 25 µM; P43116; hit rate 0.83% among 260,000;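 active means compounds whose cAMP rise, as percent of the full-agonist control response, exceeds 60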;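 further: rat C6 glioma line stably carrying human EP2 under a CMV promoter; the protocol text gives 20 µM as final concentration; 100% = response of wells given 1 µM PGE2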
The depositor's hits bear a star. An excerpt; rates above refer to the full screens.

SMILES	PGE2 EP2 inh	EP2 modulator
Cc1cccc(-n2c(-c3ccco3)nn(CC(=O)N3CCCCC3C)c2=O)n1 (centres undefined)	6.0	-18.4
COc1cc2[nH]c(=O)c(C(=O)NCCN3CCCCC3)c(O)c2cc1OC	9.7	12.6
O=C(O)[C@@H]1[C@H](C(=O)Nc2cccc3cccnc23)[C@@H]2CC[C@H]1O2	58.3*	-53.6
COc1ccc(C(c2nnnn2C2CCCCC2)N2CCN(c3ccccc3F)CC2)cc1OC (centres undefined)	13.0	-4.4
C=CCn1c(Cc2c(C)[nH]c3ccccc23)nnc1SCC(=O)Nc1ccc(F)cc1	5.3	-14.6
CCn1c(CNc2ccc(F)cc2)nnc1SCCN1CCOCC1	13.9	-28.9
CC(C(=O)NCC1CCCO1)N1CCN(C)CC1 (centres undefined)	3.5	11.1
Cc1nc2sccn2c1CN1CCc2sccc2C1C (centres undefined)	11.8	-43.2
CCOc1ccc2[nH]c(=O)c(C(c3nnnn3C(C)(C)C)N3CCc4ccccc4C3)cc2c1 (centres undefined)	8.3	36.8
CCOCc1nnc(NC(=O)CCCOc2ccc(Cl)cc2C)s1	5.8	-15.8
CCOC(=O)C(=O)Nc1sc(C(=O)Nc2ccc(C)cc2)c(C)c1C(=O)OC	7.0	-20.4
Cc1ccc2c(c1)nnn2C1CCN(CC(=O)Nc2ccc(F)c(Cl)c2)CC1	15.2	-50.5
COC(=O)c1ccc(-c2nc3ccccc3o2)cc1	11.6	4.0
O=C(Nc1ccc(Cc2nc3ccccc3[nH]2)cc1)C1CCCCC1	5.2	-55.5
COCCNC(=O)Cn1nc2c3ccccc3nc(C(C)(C)C)n2c1=O	6.6	-17.7
CS(=O)(=O)N1CCN(c2ccc(NC(=O)c3cc(Cl)ccc3Cl)cc2)CC1	10.4	-6.1
Cc1ccc(OCC(O)CNS(=O)(=O)c2ccc3c(c2)oc(=O)n3C)cc1 (centres undefined)	3.5	-28.3
COc1ccc(C2CCN(C(=O)Cc3cc(OC)c(OC)c(OC)c3)CC2)cc1	8.2	-51.4
COc1cc(C)c(Cl)cc1S(=O)(=O)N1CCC(C)CC1	11.5	-67.3
CCc1[nH]c2ccc(C(=O)N3CCC(CCn4ccnc4C)CC3)cc2c1C	4.4	-34.0
Cc1ccc2nc(N3C(=O)C(O)=C(C(=O)c4ccco4)C3c3cccc(O)c3)sc2c1 (centres undefined)	20.4	-52.1
N=c1c(C(N)=O)cc2c(=O)n3ccccc3nc2n1CCCN1CCOCC1	6.8	-9.3
COc1ccccc1C1(NC(=O)CC2NC(=O)c3ccccc32)CCCC1 (centres undefined)	9.0	-34.0
CCOCCCNc1nc(C(F)(F)F)nc2c1nnn2Cc1ccccc1Cl	11.8	56.7
COc1cccc(NC(=O)c2ccc3c(c2)N(Cc2ccc(F)cc2)C(=O)C(C)(C)O3)c1	11.2	-18.7

Gathered by group: the compounds so far containing fluorine
SMILES	PGE2 EP2 inh	EP2 modulator
COc1ccc(C(c2nnnn2C2CCCCC2)N2CCN(c3ccccc3F)CC2)cc1OC (centres undefined)	13.0	-4.4
C=CCn1c(Cc2c(C)[nH]c3ccccc23)nnc1SCC(=O)Nc1ccc(F)cc1	5.3	-14.6
CCn1c(CNc2ccc(F)cc2)nnc1SCCN1CCOCC1	13.9	-28.9
Cc1ccc2c(c1)nnn2C1CCN(CC(=O)Nc2ccc(F)c(Cl)c2)CC1	15.2	-50.5
CCOCCCNc1nc(C(F)(F)F)nc2c1nnn2Cc1ccccc1Cl	11.8	56.7
COc1cccc(NC(=O)c2ccc3c(c2)N(Cc2ccc(F)cc2)C(=O)C(C)(C)O3)c1	11.2	-18.7

(cont.)
SMILES	PGE2 EP2 inh	EP2 modulator
CCCC(=O)N1CCN(c2ccc(NC(=O)c3cc(OC)cc(OC)c3)cc2)CC1	15.5	-18.1
COc1ccc(Cl)cc1NC(=O)C1CCCN1C(=O)Nc1cccc(C(C)=O)c1 (centres undefined)	9.6	-29.8
C=CCN(CC=C)Cn1nc2c(C)cc3ccc(OC)cc3n2c1=O	9.7	-8.2
Cc1ncccc1-c1cc2cccnc2n1CCCNC(=O)Cc1ccccc1F	3.7	-2.5
O=C(CSc1nnc(NC(=O)c2c(F)cccc2F)s1)NC1CCCC1	7.7	12.6
O=C1COc2ccc(C(=O)CSc3nnc4scc(-c5ccc(F)cc5)n34)cc2N1	12.6	-12.0
O=C(Nc1ccc(Cl)cc1)C1CCCN1C(=O)NC1CCCCC1 (centres undefined)	7.6	-1.5
CCN(CC)C(=O)c1sc(NC(=O)c2ccccc2)c(C(=O)OC)c1C	13.5	33.7
O=C1C(N2CCCCC2)=C(N2CCCCC2)C(=O)c2ccccc21	9.3	39.0
Cc1ccc(OCC(=O)Nc2ccc(S(=O)(=O)Nc3nc(C)cc(C)n3)cc2)c(C)c1	9.4	2.6
Cc1c(Cl)cccc1NC(=O)CSc1nnc(-c2ccncc2)n1CC1CCCO1 (centres undefined)	14.6	-8.0
COc1cccc(=O)c2c(C)n(-c3ccc4c(c3)OCO4)c(C)c12	6.7	-0.3
CC1CCN(C(=O)COc2ccc(S(=O)(=O)NC(C)c3ccccc3)cc2)CC1 (centres undefined)	10.3	-84.7
CCOC(=O)C1=C(N)OC2=C(C(=O)CC(C)(C)C2)C1c1ccccc1F (centres undefined)	9.7	46.4
C=CCn1ncc(CN2CCC(NC(C)=O)(c3ccccc3F)CC2)c1C	6.9	-5.4
CC(CC(=O)N1CCC2(CC1)NC(=O)c1cccnc1N2C)n1nnc2ccccc21 (centres undefined)	7.5	-7.0
COc1ccc(-n2nnnc2SCC(=O)c2ccc(C)cc2)cc1	15.0	-64.7
COc1ccc2c(c1)Cc1sc(NC(=O)c3ccc(OC)c(OC)c3)nc1-2	10.2	-24.5
CCOc1ccc2nc(SCC(=O)Nc3ccccc3OCC)c(C#N)cc2c1	12.8	-11.7
Cn1c(N2CCCCC2)nc2c1c(=O)n(Cc1ccccc1Cl)c(=O)n2C	10.7	17.7
C=CCNC(=O)[C@H]1C=CCN1C(=O)Nc1ccc(F)cc1	8.2	-20.9
CC(C)C12CN3CC(C(C)C)(CN(C1)C3c1ccc(F)cc1)C2O (centres undefined)	3.1	-2.8
N#Cc1cc2c(nc1S(=O)Cc1ccccc1)CCCC2 (centres undefined)	7.7	-35.6
COc1ccc(CN(Cc2ccc3c(c2)n(C)c(=O)n3C)CC2CCCO2)cc1 (centres undefined)	6.2	28.3
CCc1ccc2c(c1)C(c1cccnc1)=NNC(c1ccc(OC)cc1)=N2	10.2	-13.1

Reformatted: entries from further up.
Cn1c(N2CCCCC2)nc2c1c(=O)n(Cc1ccccc1Cl)c(=O)n2C
  PGE2 EP2 inh: 10.7	EP2 modulator: 17.7
C=CCNC(=O)[C@H]1C=CCN1C(=O)Nc1ccc(F)cc1
  PGE2 EP2 inh: 8.2	EP2 modulator: -20.9

(list continues)
SMILES	PGE2 EP2 inh	EP2 modulator
CCn1c(=O)c(C(=O)Nc2ccccc2C(F)(F)F)c(O)c2ccccc21	4.3	1.2
COC(=O)c1sc2ncn(Cc3ccc(Cl)cc3)c(=O)c2c1C	20.4	-31.2
O=C(CN1CCC(NC(=O)C2CCCCC2)CC1)Nc1cccc(F)c1	8.5	-13.1
CCc1cc2c(C)cc(C)cc2nc1SCC(=O)Nc1ccc2c(c1)OCO2	6.7	34.2
CC1CCN(c2nc3c(c(=O)[nH]2)CN(Cc2ccccc2F)CC3)CC1	1.8	-66.8
O=C(NCC1CC1)C1CCN(S(=O)(=O)c2ccccc2)CC1	12.8	-2.1
NC1=NC(=O)C(CC(=O)Nc2ccc(-c3ccc(Cl)cc3)cc2)S1 (centres undefined)	8.3	-11.5
Cc1cc2oc(C(=O)NCCNC(=O)c3ccccn3)cc(=O)c2cc1C	8.2	-59.6
Cc1ccc(NC(=O)CSc2nnnn2-c2ccc3c(c2)OCO3)c(C)c1	10.3	-83.9
COC(=O)c1ccc(N2NC(=O)/C(=C/c3cc(OC)c(O)c(OC)c3)C2=O)cc1	7.6	22.8
Cc1ccc2[nH]c(=O)c(CN(C3CCCCC3)C(c3nnnn3Cc3ccco3)C(C)C)cc2c1 (centres undefined)	8.8	18.7
COc1ccc(NC(=O)CSc2nnc(C)n2C2CCCCC2)cc1	4.2	-30.1
COC(=O)c1ccc(NC(=O)CSc2nc3sc(C)c(C)c3c(=O)[nH]2)cc1	23.0	14.2
O=c1n(Cn2nnc3ccccc32)ncc2cccn12	4.5	-22.2
O=C(O)c1ccc(C(=O)O)c(C(=O)Nc2ccc3c(c2)Cc2ccccc2-3)c1	61.1*	92.2*
CCNC(=S)N(Cc1cccs1)Cc1cc2c(C)cc(C)cc2[nH]c1=O	16.7	-19.4
COc1cc(/C=C/C(=O)N2CCC=CC2=O)cc(OC)c1OC	10.1	-18.6
COc1ccc(CCNC(=O)CSc2ccc(-c3nc4ccccc4[nH]3)cn2)cc1OC	27.8	-49.0
Cn1c(SCC(=O)Nc2ccccc2Cl)nnc1-c1ccncc1	8.7	0.0
CCN(CC)CCCN1C(=O)C(=O)/C(=C(\O)c2cc(C)ccc2C)C1c1cccs1 (centres undefined)	10.4	2.9
CCn1c(N2CCN(C(=O)c3ccc(Cl)cc3)CC2)nc2ccccc21	7.3	17.3
Cc1ccccc1N(C(=O)c1csnn1)C(C(=O)NC1CCCCC1)c1ccncc1 (centres undefined)	7.3	-31.7
Cc1ncsc1C(=O)N[C@@H](C)Cn1nnc2ccccc21	3.9	-4.0
CCOc1cccc(NC(=O)c2cc3sccc3n2C)c1	8.7	-64.8
COCCNC(=S)N1CCC(NC(=O)c2cccc(OC)c2)CC1	7.3	-20.1

Individual results from the list:
EP2 modulator result of COc1ccc(C2CCN(C(=O)Cc3cc(OC)c(OC)c(OC)c3)CC2)cc1 = -51.4
PGE2 EP2 inh result of O=C(CSc1nnc(NC(=O)c2c(F)cccc2F)s1)NC1CCCC1 = 7.7

Next compounds
SMILES	PGE2 EP2 inh	EP2 modulator
CCC(C)(C)n1nnnc1C(C(C)C)N(Cc1cc2cc(OC)ccc2[nH]c1=O)C1CCCC1 (centres undefined)	15.3	43.1
CCCCN1CCCCC1C(=O)Nc1c(C)cccc1C (centres undefined)	11.1	16.6
CC(=O)c1ccc(NC(=O)CSc2nnnn2C2CCCCC2)cc1	21.8	-21.6
Cc1cc(C)nc(SCCn2c(N3CCC(C)CC3)nc3c2c(=O)[nH]c(=O)n3C)n1	13.8	1.5
O=C(Nc1ccc(C(=O)N2CCOCC2)cc1)c1cc2nc(-c3ccco3)cc(C(F)(F)F)n2n1	6.6	-6.3
O=S(=O)(O)CCCc1cccc2ccccc12	11.4	27.9
Cc1cccc(N2CCN(Cc3nnnn3Cc3cccs3)CC2)c1C	6.5	-46.7
O=c1n(Cc2ccncc2)nc(C(F)(F)F)c2cccn12	4.5	-18.8
O=C(CSc1nnnn1C1CCCCC1)Nc1nc(-c2ccc(Cl)cc2)cs1	10.5	-47.0
CC(C)C(c1nnnn1CC1CCCO1)N1CCN(Cc2ccccc2)CC1 (centres undefined)	5.3	13.1
CCc1nn(CC(=O)NC2CC2)c(=O)c2cc3occc3n12	7.2	-14.3
CCC(CC)c1nnc(NC(=O)CCCc2ccccc2)s1	5.3	-60.1
Cc1ccc(C(=O)N[C@H](C)Cn2nnc3ccccc32)cn1	3.4	-26.9
CCOCCn1c(NCCCOC)nc2c1c(=O)[nH]c(=O)n2C	5.4	-1.5
Cc1cccc2c(=O)c(C(=O)NN)c[nH]c12	5.3	14.1
COc1ccc(NC(=O)CSc2nnc(-c3ccco3)c(-c3ccco3)n2)cc1	8.7	-37.6
Cc1nc2sc3c(c2c2nnc(SCc4cccnc4)n12)CCCC3	10.0	50.4
COCCCNC(=O)N1CCOCC1	8.0	-9.3
CCn1cc(S(=O)(=O)NCC(c2ccc(OC)cc2)c2c[nH]c3ccccc23)cn1 (centres undefined)	6.8	-14.9
Cc1cc(C)c2nc(SCC(=O)Nc3ccc4c(c3)OCCO4)cc(C)c2c1	7.6	7.0
N=C(N)CCNC(=O)[C@@H]1CCC(N)=N1	10.8	2.5
COc1ccc(N2CCN(CC(=O)Nc3ccc(C(C)=O)cc3)CC2)cc1	12.0	-25.5
CCc1ccc(CN(CCCn2ccnc2)Cc2ccc(C)s2)o1	6.9	20.9

Random excerpt: three compounds from above.
SMILES	PGE2 EP2 inh	EP2 modulator
O=c1n(Cc2ccncc2)nc(C(F)(F)F)c2cccn12	4.5	-18.8
Cc1nc2sccn2c1CN1CCc2sccc2C1C (centres undefined)	11.8	-43.2
CCC(CC)c1nnc(NC(=O)CCCc2ccccc2)s1	5.3	-60.1
